High-throughput results (PubChem BioAssay)
ELG1 genotoxic = qHTS screen for small molecules that induce genotoxicity in human embryonic kidney (HEK293T) cells expressing luciferase-tagged ELG1 | AID 504466, 2011 | 1.3% of 330,000 active | Potency, µM (doses to about 46 µM), for the others: at the highest dose activity change, positive = activation, hits mostly activators | HEK293T ELG1-luciferase reporter, luminescence, 16 h; note: potency is the fitted concentration of half-maximal effect; % of control where 0% means no effect; nearly all actives have a fitted effect of over 60% in size
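HEK293T cells expressing luciferase-tagged ELG1 were treated with compound or DMSO for 16 hr at 37°C. Luciferase activity was then read after 30 min with ONE-Glo at room temperature; rising signal flags genetic stress.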
NPC1 prom act = qHTS Assay for NPC1 Promoter Activators. Huh7 NPC1 promoter luciferase reporter, 24 h. Potency, µM (series often up to 9.22 µM), for the others: at the highest dose activation, hits mostly activators. 2.4% of 320,000 active. AID 485313, 2010;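 note: potency is the fitted concentration of half-maximal effect; % of control where 0% means no effect; nearly all actives have a fitted effect of over 60% in size; reporter is driven by a mutant NPC1 promoter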
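Huh7 cells stably carrying NPC1 promoter–luciferase, plated in Opti-MEM with 10% FBS for 2 h, were exposed to compound in DMSO for 24 h at 37 °C; luciferase reagent was added for 10 min and luminescence read.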
TRPV1 agonist = HTS Assay for Compounds that Act as Agonists of the Vanilloid Receptor 1; activation, % at 8.33 µM; TRPV1-expressing cells, Fluo-8 calcium influx, agonist mode; 0.19% of 320,000 active; AID 540275, 2011; Transient receptor potential cation channel subfamily V member 1 (Homo sapiens), Q8NER1; in the data active = activation above about 80%; inconclusive = between about 30% and that limit; note: 0% is about no effect
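Fluo-8 calcium influx in TRPV1-expressing cells, kinetic read (ex 480/em 520 nm). Compound added and read 3 min for agonist activity, followed by capsaicin at EC20 final and 2 min further read for enhancement.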
FLuc counter = qHTS profiling assay for firefly luciferase inhibitor/activator using purifed enzyme and Km concentrations of substrates (counterscreen for miR-21 project); Luciferin 4-monooxygenase (Photinus pyralis), P08659; purified FLuc, Km substrates, luminescence inhibition; Potency, µM (doses to about 57.5 µM), inactives show at the highest dose activity change, negative = inhibition, hits mostly inhibitors; 6.9% of 360,000 active;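 note: potency is the fitted concentration of half-maximal effect; plate controls were vehicle for no effect and reference inhibitor for full effect; nearly all actives have a fitted effect of over 55% in size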
Target sequence (P08659 whole entry, looked up): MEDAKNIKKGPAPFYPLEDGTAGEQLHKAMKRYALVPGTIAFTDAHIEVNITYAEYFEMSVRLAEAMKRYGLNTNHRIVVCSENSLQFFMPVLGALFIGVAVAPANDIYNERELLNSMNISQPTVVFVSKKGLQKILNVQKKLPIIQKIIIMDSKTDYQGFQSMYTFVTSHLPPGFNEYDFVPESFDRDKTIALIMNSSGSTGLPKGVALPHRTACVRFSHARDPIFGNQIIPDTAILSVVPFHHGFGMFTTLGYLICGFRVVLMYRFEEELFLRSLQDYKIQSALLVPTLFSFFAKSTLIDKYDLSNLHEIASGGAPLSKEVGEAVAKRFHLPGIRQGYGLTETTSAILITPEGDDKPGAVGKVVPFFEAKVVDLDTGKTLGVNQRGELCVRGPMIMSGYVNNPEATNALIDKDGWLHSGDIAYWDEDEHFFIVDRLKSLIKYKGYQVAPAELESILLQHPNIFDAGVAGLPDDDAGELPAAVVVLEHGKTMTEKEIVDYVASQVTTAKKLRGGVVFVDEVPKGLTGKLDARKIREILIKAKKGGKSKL
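Biochemical qHTS of compounds, final roughly 60 µM downward over six points, against 10 nM purified firefly luciferase using Km concentrations of substrates (10 uM D-luciferin, 10 uM ATP) in Tris acetate pH 7.5 buffer; luminescence output.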
RORg inh = qHTS for inhibitors of ROR gamma transcriptional activity; Potency, µM (series often up to 53.6 µM), for the others: at the highest dose activity change, negative = inhibition, hits mostly inhibitors; Drosophila S2 Gal4-RORgamma UAS-luciferase reporter, 20 h; Nuclear receptor ROR-gamma (Mus musculus), P51450; 5.4% of 310,000 active; note: potency is the fitted concentration of half-maximal effect; % is set by controls: 0 for no effect and ±100 for the full control effect; nearly all actives have a fitted effect of over 60% in size
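Luminescence from a UAS-regulated Photinus luciferase reporter in stably transfected Drosophila Schneider cells is measured; decreased signal marks ROR gamma inhibition. Fusion expression is induced by 700 uM copper sulfate for 20 hr.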
p53 reactivator = qHTS assay for re-activators of p53 using a Luc reporter; H1299 p53-A138V BP100-luciferase reporter, luminescence, 24 h; Potency, µM (series often up to 92.2 µM), for inactives: at the highest dose activity change, positive = activation, hits mostly activators; 0.063% of 320,000 active; AID 504706, 2011; note: potency is the fitted concentration of half-maximal effect; % of control where 0% means no effect; nearly all actives have a fitted effect of over 45% in size
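H1299 (p53-null), stable ts p53-A138V + BP100-Luc; 1000 cells/well, Opti-MEM/10% FBS; cpd 4 pt, 1:5; 24 h, 37 deg C, 5% CO2; detection reagent 10 min RT; luminescence.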
BRCA1 expr act = qHTS Assay to Identify Small Molecule Activators of BRCA1 Expression. MCF7-BRCA1-FFLuc reporter, luminescence, 48 h; response scale: scaled: vehicle 0%, 10 µM genistein 100%. Potency, µM (series often up to 46.1 µM), for inactives: at the highest dose activation, most hits filed as activators. 1.1% of 380,000 active. AID 624202, 2012; note: potency is the fitted concentration of half-maximal effect; nearly all actives have a fitted effect of over 80% in size; some results filed as inactive show a strong effect at the top dose
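Luminescence from a BRCA1-driven firefly luciferase in MCF7 cells was the read-out, taken 15 min after substrate addition following 48 h compound exposure at 37 °C. Data were normalized to a 10 microM genistein control and DMSO vehicle.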
Gal4-VP16 FLuc = VP16 counterscreen qHTS for inhibitors of ROR gamma transcriptional activity. 3.5% of 310,000 active. Potency, µM (highest dose often 53.6 µM), without a hit: top-dose activity, negative = inhibition, most hits filed as inhibitors. Drosophila S2 Gal4-VP16 UAS-luciferase, luminescence, 20 h. AID 2546, 2010;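 note: Gal4-VP16 expression switched on by copper sulfate through the metallothionein promoter; potency is the fitted concentration of half-maximal effect; % is set by controls: 0 for no effect and ±100 for the full control effect; nearly all actives have a fitted effect of over 50% in size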
Rab9 prom act = qHTS Assay for Rab9 Promoter Activators; Huh7 Rab9 promoter-luciferase reporter, luminescence, 24 h; 2.8% of 320,000 active; Potency, µM (top dose mostly 9.22 µM), for inactives: top-dose activation, negative = inhibition, actives largely listed as activators; note: potency is the fitted concentration of half-maximal effect; % of control where 0% means no effect; nearly all actives have a fitted effect of over 60% in size
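Cell-based reporter: Huh7 stable for Rab9 promoter-driven luciferase, plated in reduced-serum medium with 10% FBS at 1500 cells/well, compound-treated 24 h at 37 °C, luminescence read after 10 min reagent.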
ELG1 DNA repair = qHTS screen for small molecules that inhibit ELG1-dependent DNA repair in human embryonic kidney (HEK293T) cells expressing luciferase-tagged ELG1; AID 504467, 2011; 2.3% of 330,000 active; HEK293T ELG1-luciferase reporter, luminescence, 16 h; DNA damage induced by 5-fluorouridine; Potency, µM (doses to about 46.1 µM), for the others: top-dose activity change, negative = inhibition, actives largely listed as inhibitors; note: potency is the fitted concentration of half-maximal effect; % is set by controls: 0 for no effect and ±100 for the full control effect; nearly all actives have a fitted effect of over 55% in size
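HEK293T cells expressing luciferase-tagged ELG1 (2,000/well) received 5-Fluorouridine plus compound or DMSO for 16 hr at 37 °C. Luciferase was read by ONE-Glo luminescence after 30 min at room temperature.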
Tb PFK inh = qHTS Assay to Find Inhibitors of T. brucei phosphofructokinase | ATP-dependent 6-phosphofructokinase (Trypanosoma brucei brucei), O15648 | T. brucei PFK, ADP-Glo luminescence | Potency, µM (titrated, usually from 57.5 µM), for inactives: at the highest dose activity, negative = inhibition, most hits filed as inhibitors | 0.17% of 330,000 active | AID 485367, 2010;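 note: potency is the fitted concentration of half-maximal effect; 0% = uninhibited 1x PFK enzyme wells and -100% = no-enzyme wells; nearly all actives have a fitted effect of over 60% in size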
Target sequence (O15648 whole entry, looked up): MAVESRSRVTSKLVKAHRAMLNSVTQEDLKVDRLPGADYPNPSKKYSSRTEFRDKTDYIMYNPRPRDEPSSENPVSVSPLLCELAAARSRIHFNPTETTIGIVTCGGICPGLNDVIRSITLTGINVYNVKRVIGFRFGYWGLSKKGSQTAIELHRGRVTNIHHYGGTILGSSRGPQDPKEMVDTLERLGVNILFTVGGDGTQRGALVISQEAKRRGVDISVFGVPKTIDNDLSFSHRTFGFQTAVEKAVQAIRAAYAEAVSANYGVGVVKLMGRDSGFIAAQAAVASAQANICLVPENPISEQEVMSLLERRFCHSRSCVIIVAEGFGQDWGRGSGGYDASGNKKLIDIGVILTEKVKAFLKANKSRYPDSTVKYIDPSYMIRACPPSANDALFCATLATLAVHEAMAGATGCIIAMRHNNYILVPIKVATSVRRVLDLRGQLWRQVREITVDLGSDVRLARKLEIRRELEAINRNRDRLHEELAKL
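Compounds were pin-transferred as a titration series up to 57 uM into substrate buffer (0.5 mM F6P, 0.1 mM ATP, pH 8.0), then 1.25 nM PFK was added and reactions ran 45 min before ADP-Glo detection.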
* hit, by the source's call; u = inconclusive; x = not tested or not shown; [ ] = remark or other dose. Unless noted, calls come from the whole dose curve; as a rule, active = well fitted curve in the direction sought with a large enough effect; inconclusive = small, poorly fitted or top-dose-only effect, or another doubt; inactive = no such curve, though single readings can be large; an effect the other way counts as inactive or inconclusive.

Second line of a record – BRCA1 expr act | ELG1 DNA repair | FLuc counter | TRPV1 agonist | Rab9 prom act | Tb PFK inh | Gal4-VP16 FLuc | p53 reactivator | ELG1 genotoxic | NPC1 prom act | RORg inh
> COCCN(CC(=O)Nc1cccc(C)c1C)C(=O)c1oc2c(Cl)cccc2c1C
 : -51% | u | 1% | 7 | -7% | 1% | x | -1% | -2% | -3% | x
> Cc1cc2nccc(-c3ccccn3)n2n1
 : -4% | -5% | -3% | 2 | -1% | 0% | 8% | 5% | 2% | -3% | -22%
> CCCc1ccc(OCc2ccc(C(=O)N3CCSCC3)o2)cc1
 : 88% | u | 21µM* | u | 2.2µM* | -18% | -9% | 0% | 10µM* | 2.2µM* | u
> CCOc1cc(/C=N/NC(=O)c2cccnc2)ccc1O
 : 0% | 1% | -2% | 4 | -6% | 9% | 2% | 0% | -1% | -5% | -27%
> COc1ccc(NC(=O)CC2SC(N3CCCCC3)=NC2=O)cc1OC (centres undefined)
 : -5% | 28% | u | 2 | -5% | -3% | x | -4% | -1% | -1% | x
> Cc1ccc(C)c(NS(=O)(=O)c2ccc(-c3coc(C)n3)cc2)c1
 : -16% | -3% | 0% | 17 | -1% | 0% | -5% | -24% | -4% | -4% | 13%
> CC(=O)Nc1cccc2c1C(=O)N(c1cccc(OC(C)=O)c1)C2=O
 : 4% | -10% | 2% | 2 | 1% | 1% | 2% | -3% | 0% | -16% | 5%
> CCOC(=O)N1CCC(NC(=O)C2CCN(C(=O)N3CC(C)Oc4ccccc43)CC2)CC1 (centres undefined)
 : -31% | u | 1% | -1 | -7% | -5% | -6% | -1% | -4% | 1% | -2%
> CN(C)Cc1ccc(F)cc1Sc1ccc(Cl)cc1Cl
 : -27% | 18% | -1% | 0 | 1% | -5% | -18% | -4% | -1% | 0% | -1%
> CCN(CC)CCCn1c(SCC(=O)NCC2CCCO2)nc2ccccc2c1=O (centres undefined)
 : 7% | 14% | 2% | 0 | 1% | 0% | x | -1% | -1% | 14% | x
> COc1ccc2[nH]c3c(c2c1)CN(C)CC3
 : 10% | -22% | 0% | -2 | 4% | 1% | -8% | -2% | 1% | 2% | -22%
> CC(C)CN(CC(C)C)C(=O)Nc1cccc([N+](=O)[O-])c1
 : -1% | 12% | -3% | 21 | -9% | -4% | 4% | -3% | -3% | -2% | 2%
> O=c1c(CN2CCN(Cc3ccccc3)CC2)coc2ccc(Cl)cc12
 : 10% | 28% | u | 9 | 0% | 0% | 21% | 25% | 11% | 8% | u
> CC(C)(C)C(=O)Nc1ccc(C(=O)CSc2nnc(C3CC3)n2C2CC2)cc1
 : -6% | 11% | u | -5 | -5% | 0% | x | 5% | -1% | 1% | x
> N#CC1(NC(=O)COC(=O)c2ccccc2SCC(=O)N2CCCC2)CCCCC1
 : -8% | u | 1% | 2 | -5% | 0% | -6% | -7% | -7% | 3% | 22%
> COc1ccc(C(C)=O)cc1CSc1nnc2c(Cl)cc(Cl)cn12
 : -17% | 6% | 8% | -1 | -7% | 0% | -2% | 6% | 0% | 2% | 12%
> CCOC(=O)c1sc(NC(=O)c2cc(-c3cccc(O)c3)on2)c(C(=O)OCC)c1C
 : 0% | -4% | u | -2 | 1% | -2% | 3% | -5% | 3% | -6% | -25%
> CCOC(=O)CSc1nc2cc(C)ccc2cc1C#N
 : 12% | u | u | 21 | 1.3µM* | -3% | 10% | 16% | u | 0.71µM* | -18%
> Cc1cc(C(=O)Cn2nnc3ccccc3c2=O)c(C)n1-c1c(C)n(C)n(-c2ccccc2)c1=O
 : -26% | -3% | 1% | -2 | -7% | 1% | 2% | -3% | 0% | 0% | 2%
> Cc1c(C(=O)NCC2CCCO2)oc2ccc(Br)cc12 (centres undefined)
 : 100% | u | u | -5 | u | 5% | x | 11% | 23µM* | 30% | x

(cont.)
Second line of a record – BRCA1 expr act | ELG1 DNA repair | FLuc counter | TRPV1 agonist | Rab9 prom act | Tb PFK inh | Gal4-VP16 FLuc | p53 reactivator | ELG1 genotoxic | NPC1 prom act | RORg inh
> O=C1COc2ccc(C(=O)CSc3nnc(NCc4ccccc4)s3)cc2N1
 : 28% | -20% | -11% | 3 | 1% | 0% | 14% | 4% | -4% | 0% | 22%
> Cc1csc(NC(=O)CSc2nc(C(C)C)nc3c2c(=O)n(C)c(=O)n3C)n1
 : 3% | u | 2% | 0 | -1% | 2% | u | -8% | -8% | -2% | u
> CC(C)CCC(CCNCc1ccccn1)c1ccc2c(c1)OCO2 (centres undefined)
 : -38% | -13% | 1% | u | 1% | -1% | -11% | -3% | -8% | 1% | -40%
> O=C(CCl)Nc1cccc(S(=O)(=O)N2CCCCCC2)c1
 : -82% | u | -1% | 2 | -14% | 5% | u | -51%[inhibitor] | -16% | -26% | 35µM*
> COc1ccc(/C=N/n2c(-c3n[nH]c4c3CCC4)n[nH]c2=S)cc1OC
 : -19% | 18% | -1% | 3 | -6% | -20% | -6% | -6% | 15% | -4% | -17%
> Cc1ccc(C)c(NC(=O)CN(C)C(=O)c2ccc(Cl)nc2)c1
 : 30% | 3% | 1% | 0 | -2% | 0% | 7% | 2% | 0% | 0% | 5%
> Nc1cc(C(=O)O)ccc1Nc1ccc(F)c(F)c1
 : 14% | 7% | 3% | 0 | -1% | -9% | -1% | 2% | 1% | -2% | -33%
> O=C(c1cc(COc2cccc(C(F)(F)F)c2)on1)N1CCC(Oc2cccnc2)CC1
 : -22% | u | -1% | 27 | -9% | -6% | u | -7% | -12% | -5% | u
> CCc1c(C)nc2[nH]nc(-c3ccccc3)n2c1=O
 : 23% | u | 21µM* | -4 | 9% | 4% | -3% | u | u | 14% | 59%
> O=C(Cn1cccc1)N1CCN(c2ccc(F)cc2)CC1
 : 32% | 6% | 1% | 0 | 4% | -7% | -2% | 0% | 1% | 2% | 22%
> COc1ccc(C(=O)Nc2cccc(C(=O)N3CCCC3)c2)cc1
 : 14% | u | 15µM* | 15 | 22% | 0% | -5% | -4% | u | u | 41%
> CC1(CC(=O)Nc2ccccc2)NC(=S)N(c2ccccc2)N1 (centres undefined)
 : 29% | u | u | 3 | 8% | -14% | 1% | 22% | 17% | 2% | 7.9µM*
> Cc1c(NC(=O)COc2ncnc3ccccc23)c(=O)n(-c2ccccc2)n1C
 : -2% | -1% | 4% | -2 | 2% | -1% | 2% | -10% | 0% | -1% | 19%
> COc1ccc(NS(=O)(=O)c2cccc(C(=O)N3CCCC3)c2)cc1
 : -14% | -5% | 0% | -4 | -1% | -13% | x | -2% | -3% | 6% | x
> O=C(CN1C(=O)C2CC=CCC2C1=O)Nc1nnc(SCc2ccc(Cl)cc2)s1 (centres undefined)
 : -19% | -2% | -16% | 4 | -1% | 1% | -6% | 8% | -1% | 1% | -32%
> COc1cccc(NC(=O)CN(C)C(=O)CNC(=O)c2sc3ccccc3c2Cl)c1
 : u | 29% | 4.8µM* | u | 25% | 0% | x | u | 13% | 19% | x
> Cc1cc(NC(=O)Nc2ccc(OCc3ccccc3)cc2)n(C)n1
 : 25% | 5% | 0% | 8 | -1% | 4% | -9% | -2% | 3% | -1% | 2%
> COCCn1nnnc1CN(CCc1ccccc1)Cc1cc2ccc(C)cc2[nH]c1=O
 : -9% | u | 2% | 23 | 5% | -2% | 5% | 3% | -2% | 0% | -7%
> CCOC(=O)C(=O)Nc1cc([N+](=O)[O-])ccc1C
 : 2% | -2% | 0% | -5 | -14% | -2% | -9% | -5% | -1% | -2% | -1%
> C#CCOCCOCCOCCNc1nc(N2CCOCC2)nc(N2CCN(C(=O)[C@H]([C@@H](C)CC)n3cc(CCCN=C(N)N)nn3)CC2)n1
 : -12% | 14% | 4% | -2 | 0% | -1% | -2% | 3% | -2% | u | -1%
> Cc1oc2c(c(C)cc3oc(=O)c(CC(=O)NCC(=O)NCC(=O)NCC(C)O)c(C)c32)c1C (centres undefined)
 : 15% | 8% | 5% | -2 | -5% | 0% | 8% | -3% | 1% | -3% | -2%
